p53 PUMA act: mutant p53 pathway reactivation; SW480 PUMA-promoter luciferase; activation, % at 9.98 µM; 28,000 compounds, 1.5% hits; AID 624151; in the data active = activation above about 52%; inconclusive = no clear call, values can overlap the other calls
STK33 inh: human STK33 kinase inhibition; inhibition, % at 12.5 µM; AID 2322; 27,000 compounds, 0.44% hits; ADP-Glo luminescence, MBP substrate; in the data active = inhibition above about 20%; inconclusive = no clear call, values can overlap the other calls
Target sequence (Q9BYT3 whole entry, looked up): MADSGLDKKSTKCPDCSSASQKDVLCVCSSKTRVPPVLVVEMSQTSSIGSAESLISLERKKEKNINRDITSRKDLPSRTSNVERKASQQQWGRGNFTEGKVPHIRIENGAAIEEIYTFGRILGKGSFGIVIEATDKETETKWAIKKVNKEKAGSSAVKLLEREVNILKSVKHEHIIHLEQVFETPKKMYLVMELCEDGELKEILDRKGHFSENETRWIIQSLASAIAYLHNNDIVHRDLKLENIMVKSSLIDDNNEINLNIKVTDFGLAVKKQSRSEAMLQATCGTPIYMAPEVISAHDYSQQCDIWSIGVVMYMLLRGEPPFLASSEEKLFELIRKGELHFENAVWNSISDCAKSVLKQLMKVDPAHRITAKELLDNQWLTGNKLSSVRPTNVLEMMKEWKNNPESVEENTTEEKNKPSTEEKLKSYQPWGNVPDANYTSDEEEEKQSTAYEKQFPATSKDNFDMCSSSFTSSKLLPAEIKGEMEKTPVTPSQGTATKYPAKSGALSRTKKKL
* hit, by the source's call; ? = inconclusive; . = not tested or not shown. Some of the compounds tested, so the mix of outcomes need not match the whole.

1	Cc1ccc(S(=O)(=O)Nc2ccc3c(c2)CC(=O)N([C@@H](C)CO)C[C@@H](C)[C@@H](CN(C)S(=O)(=O)c2c(C)noc2C)O3)cc1
2	C[C@@H]1O[C@@H](O[C@@H]2[C@@H](O)[C@H](C)O[C@@H](OCC3OC(Oc4c(-c5ccc(O)c(O)c5)oc5cc(O)cc(O)c5c4=O)C(O)C(O)C3O)[C@@H]2O)[C@H](O)[C@H](O)[C@H]1O (some centres not stated)
3	COc1cc([N+](=O)[O-])ccc1NC(=O)CN(C)S(=O)(=O)c1ccc(Br)cc1
4	O=C(CCC1COc2ccccc2O1)Nc1cccnc1 (configuration not stated)
5	C/C(=C\CC[C@@H](C)[C@H]1CC(OC2OCC(O)C(O)C2O)[C@@]2(C)C3CC[C@H]4C(C)(C)[C@@H](O[C@@H]5OC(CO)C(O)C(O)C5OC5OC(CO)C(O)C(O)C5O)CC[C@@]45C[C@@]35CC(O)[C@]12C)C(=O)OC1OC(CO)C(O)C(O)C1O (some centres not stated)
6	O=C(Cc1ccccc1)c1ccccc1C(=O)NCc1cccs1

Assay by compound,1,2,3,4,5,6
p53 PUMA act,.,12,-9,-4,-5,.
STK33 inh,1,-7,-5,-6,-4,0

7	C[C@@H]1CN([C@H](C)CO)C(=O)Cc2cc(NC(=O)Nc3cccc4ccccc34)ccc2O[C@@H]1CN(C)Cc1ccc(Cl)c(Cl)c1
8	CCOc1ccccc1CNCCN1CCOCC1
9	C[C@@H]1CN([C@H](C)CO)C(=O)Cc2cc(NS(=O)(=O)c3ccc(F)cc3)ccc2O[C@@H]1CN(C)Cc1ccncc1
10	Cc1ccc(NC(=O)COc2ccc(CO)cc2Cl)cc1
11	COc1cccc(-c2ccc3c(c2)O[C@H](CN(C)C(C)=O)[C@@H](C)CN([C@@H](C)CO)S3(=O)=O)c1
12	COc1ccc(Cl)cc1NC(=O)CSc1n[nH]c(-c2ccccc2)n1

Assay by compound,7,8,9,10,11,12
p53 PUMA act,.,5,.,6,-3,5
STK33 inh,1,2,2,2,.,0

13	O=C(C[C@@H]1C[C@H]2c3cc(NC(=O)Nc4ccccc4)ccc3O[C@H]2[C@H](CO)O1)NCC1CC1
14	CC(C(=O)O)c1ccc(-c2ccccc2)c(F)c1 (configuration not stated)
15	COc1ccc(C#Cc2ccc3c(c2)O[C@@H](CN(C)C(=O)c2ccccn2)[C@@H](C)CN([C@@H](C)CO)S3(=O)=O)cc1
16	Cc1ccc([N+](=O)[O-])cc1NC(=O)CN(c1ccc(I)cc1)S(C)(=O)=O
17	Cc1noc(C)c1S(=O)(=O)N(C)C[C@H]1OCCCC[C@@H](C)Oc2ccc(NS(=O)(=O)c3ccccc3)cc2C(=O)N([C@H](C)CO)C[C@@H]1C
18	Cc1ccc(S(=O)(=O)N(C)C[C@@H]2OCCCC[C@@H](C)Oc3ccc(NC(=O)c4ccccc4)cc3C(=O)N([C@H](C)CO)C[C@@H]2C)cc1

Assay by compound,13,14,15,16,17,18
p53 PUMA act,8,.,-29,-17,.,.
STK33 inh,.,1,.,1,-1,1

19	C[C@@H]1CN([C@H](C)CO)C(=O)c2cc(NC(=O)Cn3cnnn3)ccc2O[C@H]1CN(C)S(=O)(=O)c1ccc(Cl)cc1
20	C[C@@H]1CN([C@@H](C)CO)C(=O)Cc2cc(NC(=O)CCC(F)(F)F)ccc2O[C@H]1CN(C)C(=O)Nc1cccc2ccccc12
21	Cc1noc(C)c1NC(=O)N(C)C[C@H]1Oc2ccc(NC(=O)Nc3ccc4c(c3)OCO4)cc2CC(=O)N([C@@H](C)CO)C[C@@H]1C
22	C[C@H]1CN([C@@H](C)CO)C(=O)Cc2cc(NC(=O)CCC(F)(F)F)ccc2O[C@H]1CN(C)S(=O)(=O)c1ccc(Cl)cc1
23	C[C@@H]1CCCCO[C@@H](CN(C)C(=O)c2ccncc2)[C@@H](C)CN([C@H](C)CO)C(=O)c2cc(NC(=O)C3CCCCC3)ccc2O1
24	C[C@H](CO)N1C[C@H](C)[C@H](CN(C)Cc2ccccc2)OCCCC[C@H](C)Oc2ccc(NS(=O)(=O)c3cn(C)cn3)cc2C1=O

Assay by compound,19,20,21,22,23,24
p53 PUMA act,.,-5,-3,.,.,3
STK33 inh,-2,.,-2,-2,0,.

25	CSc1nc2n(n1)C(=O)CC(C)(C)N2
26	COc1ccc(OCC(=O)Nc2cccc(C(=O)O)c2C)cc1
27	CCC(Sc1nnc(-c2ccccc2)n1-c1ccccc1)C(=O)Nc1ccc(Cl)cc1 (configuration not stated)
28	COCC#Cc1cnc2c(c1)C(=O)N([C@@H](C)CO)C[C@@H](C)[C@@H](CN(C)C(=O)CCN1CCCCC1)O2
29	Cc1sc2ncnc(SCC(=O)c3ccc(Cl)cc3)c2c1C
30	C[C@H](CO)N1C[C@H](C)[C@@H](CN(C)C(=O)Nc2ccccc2)Oc2c(NC(=O)c3ccc(-c4nccs4)cc3)cccc2C1=O

Assay by compound,25,26,27,28,29,30
p53 PUMA act,-1,9,-2,6,0,5
STK33 inh,.,-2,-1,.,-5,.

31	COc1ccc(S(=O)(=O)N(C)C[C@@H]2Oc3ccc(NC(=O)Nc4ccc5c(c4)OCO5)cc3C(=O)N([C@@H](C)CO)C[C@H]2C)cc1
32	C[C@H](CO)N1C[C@H](C)[C@H](CN(C)S(=O)(=O)c2cccc(F)c2)OCc2cnnn2CCCC1=O
33	Cn1c(=O)c([N+](=O)[O-])c(NCc2ccco2)c2ccccc21
34	C=Cc1ccc(O[C@@H]2O[C@H](CO[C@@H]3O[C@@H](C)[C@H](O)[C@@H](O)[C@H]3O)[C@@H](O)[C@H](O)[C@H]2O)cc1
35	CCc1ccc2oc(-c3cccc(NC(=O)COc4ccccc4)c3)nc2c1
36	COc1ccc(CN(C)C[C@@H]2OCCCC[C@@H](C)Oc3ccc(NS(=O)(=O)c4ccccc4)cc3C(=O)N([C@H](C)CO)C[C@@H]2C)cc1

Assay by compound,31,32,33,34,35,36
p53 PUMA act,-25,7,-2,6,82*,.
STK33 inh,0,2,3,3,3,1

Profiles as entered above.
Record of C[C@H](CO)N1C[C@H](C)[C@H](CN(C)S(=O)(=O)c2cccc(F)c2)OCc2cnnn2CCCC1=O : p53 PUMA act: 7; STK33 inh: 2
Record of Cn1c(=O)c([N+](=O)[O-])c(NCc2ccco2)c2ccccc21 : p53 PUMA act: -2; STK33 inh: 3

Going on with the list:
37	C[C@@H]1CN([C@@H](C)CO)C(=O)c2cc(NC(=O)NC3CCCCC3)ccc2O[C@@H]1CN(C)S(C)(=O)=O
38	CS(=O)(=O)N(CC(=O)Nc1ccc(Br)cc1)c1cc(Cl)cc(Cl)c1
39	CS(=O)(=O)c1sc(C(=O)Nc2ccccc2Cl)c2c1C=CCC2
40	Cc1noc(C)c1NC(=O)Nc1ccc2c(c1)C(=O)N([C@H](C)CO)C[C@H](C)[C@@H](CN(C)C(=O)Nc1ccccc1)OCCCC[C@@H](C)O2
41	Cc1sc2ncnc(SCC(=O)N3CCOCC3)c2c1-c1ccc(Cl)cc1
42	C[C@@H]1CN([C@H](C)CO)C(=O)c2cc(NS(=O)(=O)c3cn(C)cn3)ccc2O[C@@H](C)CCCCO[C@@H]1CN(C)S(=O)(=O)c1cn(C)cn1

Assay by compound,37,38,39,40,41,42
p53 PUMA act,.,7,.,.,10,8
STK33 inh,?,-1,2,0,-1,.

43	C[C@H](CO)N1C[C@H](C)[C@@H](CN(C)S(=O)(=O)c2ccccc2)OCCCC[C@H](C)Oc2ccc(NC(=O)CCCN(C)C)cc2C1=O
44	COC(=O)C(C)Sc1nnc2c3ccccc3n(Cc3ccccc3)c2n1 (configuration not stated)
45	C[C@H](CO)N1C[C@H](C)[C@@H](CN(C)C(=O)Nc2ccc(F)cc2)Oc2ncc(C#C[C@@H](C)O)cc2C1=O
46	COc1ccc(S(=O)(=O)N(C)C[C@H]2Oc3ccc(NS(=O)(=O)c4ccc(C)cc4)cc3CC(=O)N([C@@H](C)CO)C[C@H]2C)cc1
47	O=C(CSc1nc(O)cc(=O)[nH]1)N(c1ccccc1)c1ccccc1
48	COc1ccc(OC)c(C(=O)CSc2nnc(-c3ccccc3F)n2-c2ccccc2)c1

Assay by compound,43,44,45,46,47,48
p53 PUMA act,-2,-2,3,.,-1,19
STK33 inh,.,8,.,-2,0,2

49	O=C(O)c1cccc(NS(=O)(=O)c2cccc3cccnc23)c1
50	COc1ccc(-c2cnc3c(c2)C(=O)N([C@H](C)CO)C[C@H](C)[C@H](CN(C)C(=O)Nc2cccc4ccccc24)O3)cc1
51	CNC[C@@H]1Oc2ccc(NC(=O)Cn3cnnn3)cc2CC(=O)N([C@H](C)CO)C[C@@H]1C
52	COc1ccc(OC)c(S(=O)(=O)Nc2ccc(O)c(Sc3nc4ccccc4s3)c2)c1
53	COc1ccc([Si](C)(C)[C@@H]2[C@@H](CCn3cc(CCO)nn3)O[C@]3(C(=O)N(C)c4c(Br)cc(C)cc43)[C@H]2C)cc1
54	CCC(SC1=NCCS1)C(=O)Nc1ccc(-c2nc3ccc(C)cc3s2)cc1 (configuration not stated)

Assay by compound,49,50,51,52,53,54
p53 PUMA act,1,.,-12,-33,.,?
STK33 inh,-2,2,-1,2,14,8

55	COc1ccc(S(=O)(=O)Nc2cccc3c2O[C@H](CN(C)Cc2ccc(C(F)(F)F)cc2)[C@H](C)CN([C@@H](C)CO)C3=O)cc1
56	Cc1ccccc1S(=O)(=O)N(C)C[C@H]1OCc2cnnn2CCCC(=O)N([C@H](C)CO)C[C@@H]1C
57	CNC[C@@H]1Oc2ccc(NC(=O)c3ccncc3)cc2C(=O)N([C@@H](C)CO)C[C@H]1C
58	CC(C)(C)c1ccc(S(=O)(=O)NCc2cccnc2)cc1
59	C[C@@H]1CN([C@@H](C)CO)C(=O)CCCn2nncc2CO[C@@H]1CN(C)Cc1ccccc1C(=O)O
60	C[C@H](CO)N1C[C@H](C)[C@H](CN(C)CC2CC2)Oc2c(NS(=O)(=O)c3cn(C)cn3)cccc2C1=O

Assay by compound,55,56,57,58,59,60
p53 PUMA act,-5,.,-13,-9,.,-1
STK33 inh,.,0,.,5,-5,.

61	COc1cc(/C=C/C(=O)OC2CC3CCC2(C)C3(C)C)ccc1O (configuration not stated)
62	CCOC(=O)[C@H](CCc1ccccc1)N[C@H](C)C(=O)N1C2CCCCC2C[C@H]1C(=O)O (some centres not stated)
63	CC(=O)c1cccc(N(CC(=O)O)S(C)(=O)=O)c1
64	COc1ccc([C@@H]2Oc3c(OC)cc(CCCO)cc3[C@H]2CO)cc1OC
65	CCC(Sc1nnc(N)s1)C(=O)Nc1sc2c(c1C#N)CCCC2 (configuration not stated)
66	Cc1ccc(S(=O)(=O)N(C)C[C@@H]2Oc3ccc(NC(=O)Nc4ccc5c(c4)OCO5)cc3C(=O)N([C@H](C)CO)C[C@H]2C)cc1

Assay by compound,61,62,63,64,65,66
p53 PUMA act,6,.,4,-19,21,.
STK33 inh,1,0,0,-1,-2,0

Three entries from above, arranged by number of heavy atoms, highest first:
66	Cc1ccc(S(=O)(=O)N(C)C[C@@H]2Oc3ccc(NC(=O)Nc4ccc5c(c4)OCO5)cc3C(=O)N([C@H](C)CO)C[C@H]2C)cc1
64	COc1ccc([C@@H]2Oc3c(OC)cc(CCCO)cc3[C@H]2CO)cc1OC
61	COc1cc(/C=C/C(=O)OC2CC3CCC2(C)C3(C)C)ccc1O (configuration not stated)

Assay by compound,66,64,61
p53 PUMA act,.,-19,6
STK33 inh,0,-1,1

Following part
67	COC(=O)c1cc(O)cc(OC)c1Oc1cc(C)cc(O)c1C(=O)OC
68	O=C(c1ccccc1NS(=O)(=O)c1ccccc1[N+](=O)[O-])N1CCOCC1
69	C[C@@H]1CN([C@@H](C)CO)C(=O)c2cc(NC(=O)c3ccccc3)ccc2O[C@@H](C)CCCCO[C@@H]1CN(C)S(=O)(=O)c1cn(C)cn1
70	CC(C)NC(=O)Nc1ccc2c(c1)C(=O)N([C@H](C)CO)C[C@H](C)[C@@H](CN(C)Cc1ccc(C(=O)O)cc1)OCCCC[C@H](C)O2
71	C[C@@H]1CCCCO[C@H](CN(C)Cc2ccccc2)[C@@H](C)CN([C@H](C)CO)C(=O)c2cc(NS(=O)(=O)c3ccc(F)cc3)ccc2O1
72	CCC/C=C/C=C/C1CC(O)C(O)C1C(=O)O (configuration not stated)

Assay by compound,67,68,69,70,71,72
p53 PUMA act,-5,-12,4,-2,.,.
STK33 inh,1,3,.,.,-6,-4

73	C[C@@H]1CN([C@H](C)CO)C(=O)c2cccc(NC(=O)c3ccncc3)c2O[C@@H]1CN(C)S(=O)(=O)c1ccc(F)cc1
74	C[C@@H]1CN([C@H](C)CO)C(=O)c2cc(NS(=O)(=O)c3ccc(F)cc3)ccc2O[C@@H]1CN(C)C(=O)Nc1ccc2c(c1)OCO2
75	COc1ccc(C#Cc2ccc3c(c2)O[C@H](CN(C)C(=O)NC2CCCCC2)[C@@H](C)CN([C@H](C)CO)S3(=O)=O)cc1
76	Cn1c(SCC(=O)O)nnc1-c1ccccc1
77	C[C@H]1CN([C@@H](C)CO)C(=O)CCCn2cc(nn2)CO[C@H]1CN(C)C(=O)Oc1ccccc1
78	C[C@H]1CN([C@@H](C)CO)C(=O)c2cc(-c3cncnc3)cnc2O[C@@H]1CN(C)C(=O)Nc1ccc2c(c1)OCO2

Assay by compound,73,74,75,76,77,78
p53 PUMA act,6,.,-18,7,.,12
STK33 inh,.,1,.,0,-1,.
